# esBAF inh = SWI/SNF esBAF complex inhibition; mouse ES cells, Bmi1-luciferase knock-in reporter, 24 h; 100% = twice the neutral-well signal; reporter increase, % at 12.5 µM; 350,000 tested, 2% active; in the data active = activation above about 40%;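 note: 0% = median of the plate's neutral control wells and 100% = double that signal; a rise in the Bmi1 reporter signal indicates esBAF inhibition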
# E-sel inducer = E-selectin induction on HUVECs; P16581; HUVEC E-selectin immunofluorescence imaging; normalized: neutral wells 0, TNF-alpha wells 100; activation, % at 7.58 µM; 260,000 tested, 0.37% active;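 active = mean E-selectin-positive cell signal at least 10% of the positive control, reached in at least 60% of replicates, without over 20% cell loss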;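 note: in these data hits start at about 27%; measured in HUVEC primary endothelial cells; signal is the percent of cells scored E-selectin positive by PE staining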
#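 Read-out: % PE-positive cells | Test system: HUVEC | Doses: One compound dose added by pin transfer | Buffer or medium: EGM-2 over gelatin coat | Signal: Immunofluorescence imaging | Benchmarks: TNF-alpha, DMSO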
# RAD54 inh = RAD54 (human) branch migration inhibition. Q92698. RAD54 Holliday junction branch migration, FAM/BHQ fluorescence. inhibition, % at 10.4 µM. 360,000 tested, 0.14% active. AID 602329;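 active = mean normalized replicate activity at least 40 and at least half of replicates scoring 40 or more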;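 note: 0% = median of neutral control wells and 100% = median of positive control wells; inhibitors cause a drop in the FAM fluorescence signal; in these data hits start at about 50%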
# ERAP1 inh = blocks human ERAP1 aminopeptidase activity. recombinant ERAP1, Leu-AMC fluorescence, 60 min. inhibition, % at 10.7 µM. 340,000 tested, 0.15% active. AID 652197;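 active = mean replicate inhibition of at least 30%, or all replicates individually reaching that 30% level; inactive = mean below 30% and not every replicate reaching it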;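 note: 0% = neutral control wells and 100% = L-leucinethiol positive control wells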
# XiGFP reactiv = reactivates the inactive X chromosome in mouse fibroblasts; XiGFP mouse fibroblasts, % GFP-positive cells imaging, 3 d; cells co-treated with 5-aza-dC sensitizer; scaled so ellipticine positive control = 100%; activation, % at 7.58 µM; 360,000 tested, 0.055% active; AID 743238;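 active = mean normalized replicate activation at least 10% and every replicate at or above 10%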;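 note: 0% = median of on-plate neutral control wells and 100% = ellipticine 6 µM median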
#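 System: XiGFP fibroblasts, SV40-immortalized. Medium: DMEM plus 5-aza-dC sensitizer. Doses: single point. Timing: 3 d treatment, 15 min room-temperature fixation. Control set: ellipticine 6 µM.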
# RAD52 anneal inh = inhibitors of human RAD52 DNA annealing | recombinant RAD52 DNA annealing, FRET fluorescence | inhibition, % at 18.7 µM | P43351 | 360,000 tested, 0.46% active;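 active = every replicate showing at least 50% inhibition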
# Target sequence (P43351 whole entry, looked up): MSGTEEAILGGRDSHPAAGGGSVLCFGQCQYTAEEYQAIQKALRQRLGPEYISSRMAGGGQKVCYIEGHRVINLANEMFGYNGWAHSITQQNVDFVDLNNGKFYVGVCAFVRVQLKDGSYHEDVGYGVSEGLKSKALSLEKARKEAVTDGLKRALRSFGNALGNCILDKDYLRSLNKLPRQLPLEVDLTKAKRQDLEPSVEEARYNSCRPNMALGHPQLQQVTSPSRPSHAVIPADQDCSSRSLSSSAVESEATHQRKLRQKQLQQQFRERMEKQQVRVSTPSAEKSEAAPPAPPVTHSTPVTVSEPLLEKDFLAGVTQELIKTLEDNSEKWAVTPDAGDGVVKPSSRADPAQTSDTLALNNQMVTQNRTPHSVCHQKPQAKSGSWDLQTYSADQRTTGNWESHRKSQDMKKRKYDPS
# ERp5 inh = inhibitors of human ERp5 | Q15084 | ERp5 insulin aggregation, absorbance 650 nm, 90 min | inhibition, % at 9.99 µM | 350,000 tested, 0.05% active | AID 651711;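 active = mean replicate inhibition above about 25%, with every replicate also reaching it, limit read from the data, passing the limit was not always enough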
# Target sequence (Q15084 whole entry, looked up): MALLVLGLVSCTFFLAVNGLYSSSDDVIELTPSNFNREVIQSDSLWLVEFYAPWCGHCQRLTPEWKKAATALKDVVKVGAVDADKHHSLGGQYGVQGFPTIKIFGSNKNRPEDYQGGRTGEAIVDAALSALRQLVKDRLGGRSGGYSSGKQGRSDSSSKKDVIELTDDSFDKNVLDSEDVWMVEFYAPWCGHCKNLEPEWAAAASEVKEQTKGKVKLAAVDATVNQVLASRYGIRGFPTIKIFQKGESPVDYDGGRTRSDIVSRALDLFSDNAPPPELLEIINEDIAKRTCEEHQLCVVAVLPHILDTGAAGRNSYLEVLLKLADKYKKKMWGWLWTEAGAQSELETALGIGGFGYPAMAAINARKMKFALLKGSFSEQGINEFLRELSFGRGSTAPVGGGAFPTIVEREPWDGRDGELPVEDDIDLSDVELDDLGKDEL
# S100A4 inh HTS = inhibitors of human S100A4 binding to myosin IIA peptide; S100A4/TAMRA-MyoIIA peptide fluorescence polarization; P26447; inhibition, % at 10.7 µM; 360,000 tested, 0.14% active; AID 652163;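 active = mean inhibition of at least 70% across replicates, with every replicate also reaching that level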
# Target sequence (P26447 whole entry, looked up): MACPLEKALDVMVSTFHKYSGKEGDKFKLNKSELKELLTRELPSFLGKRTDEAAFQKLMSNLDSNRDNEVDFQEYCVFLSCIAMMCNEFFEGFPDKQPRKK
#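 Material: S100A4 monomer protein | Medium: HEPES pH 7.2 with CaCl2, KCl, NaCl, DTT, Triton | Reagent: Labelled myosin peptide probe, 5 nM | Doses: One dose per compound | Times: 5 min incubation before reading | Benchmarks: Neutral control DMSO, positive control TFP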
# * = called active by the depositor; x = no result given.
SMILES,esBAF inh,E-sel inducer,RAD54 inh,ERAP1 inh,XiGFP reactiv,RAD52 anneal inh,ERp5 inh,S100A4 inh HTS
COc1ccc(/C=C/C(=O)Nc2cccnc2)cc1OC,x,x,x,9,0.7,-24,-1,11
CCC(=O)N1C[C@H](C)[C@H](OC)CN(C)C(=O)c2cc(NC(=O)Nc3ccc(Cl)cc3)ccc2OC[C@H]1C,5,-0.3,-10,0,0.1,9,0,-17
CCC(=O)N(C)C[C@H]1Oc2ncc(C#Cc3ccccc3)cc2C(=O)N([C@@H](C)CO)C[C@@H]1C,1,-0.1,3,0,-0.5,-6,9,8
CCN(c1ccc(OC)cc1)S(=O)(=O)c1nnc(NC(=O)C2CCCCC2)s1,0,x,9,-1,0.0,5,2,-1
Cc1ccccc1OCC(=O)N(Cc1cccc(F)c1)C1CCS(=O)(=O)C1 (centres undefined),-11,x,14,-3,0.0,0,4,0
C[C@H](CO)N1C[C@H](C)[C@@H](CN(C)C(=O)Nc2ccccc2)Oc2c(NC(=O)C3CC3)cccc2C1=O,2,-0.1,5,2,0.2,4,3,4
C/C=C/COC(=O)c1[nH]c2c(c1C)C(=O)CC(c1ccco1)C2 (centres undefined),-40,-0.1,-13,x,1.1,-26,-9,-11
Oc1ccc(-c2nc3ccccc3nc2-c2ccccc2)cc1,-5,0.0,-2,6,0.0,-9,2,-2
O=C(CCN1C(=O)c2ccc([N+](=O)[O-])cc2C1=O)Nc1ccc(O)cc1C(=O)O,x,x,x,0,0.0,-14,-1,-4
O=C(NCCC(=O)N1CCN(C(=O)c2ccco2)CC1)c1ccc(Br)cc1,-3,x,0,4,-0.1,-2,1,-15
CCOc1ccc(CN2CCNC(=O)C2CC(=O)NCCCOc2cccnc2)cc1 (centres undefined),-4,x,-11,0,0.0,-15,1,-3
CCCCn1c(N)c(N(CC(C)C)C(=O)c2ccc(C)o2)c(=O)[nH]c1=O,1,1.2,5,2,0.1,-8,7,-1
O=C(C[C@H]1C=C[C@H](NS(=O)(=O)c2ccc(F)cc2)[C@H](CO)O1)NCc1ccc(Cl)c(Cl)c1,9,0.0,-5,0,0.3,-15,-1,-1
CC1COc2ccccc2N1C(=O)c1ccccc1Cl (centres undefined),-3,x,-3,-5,0.1,-4,1,5
CCOC(=O)C1(CCc2ccccc2)CCN(Cc2c(O)cccc2OC)CC1,x,x,x,-6,-0.1,-2,2,-4
COc1ccc(C(=O)NC(=S)Nc2cccc(S(=O)(=O)N3CCOCC3)c2)cc1,x,-0.4,x,-1,0.6,-25,1,-5
O=S(=O)(c1ccccc1)N1CCC(O)(CSc2ccccc2)CC1,1,x,-2,0,0.0,-16,1,-15
COc1cc(C(CC(=O)N2CCOCC2)c2c(OC)cc(OC)c3ccc(=O)oc23)cc(OC)c1OC (centres undefined),1,0.0,1,5,-0.1,-18,2,-7
O=C1NCCN1c1ccc(CN2CCN(C3CCCCC3)C(CCO)C2)cc1 (centres undefined),5,-0.6,9,5,0.0,-6,-5,-4
CCN(CCNC(=O)c1ccc(CSc2nc3ccncc3[nH]2)cc1)c1ccccc1,7,-1.4,7,3,-0.1,-9,3,0

# Full records as entered above. Order of screens: esBAF inh	E-sel inducer	RAD54 inh	ERAP1 inh	XiGFP reactiv	RAD52 anneal inh	ERp5 inh	S100A4 inh HTS
# `CCN(c1ccc(OC)cc1)S(=O)(=O)c1nnc(NC(=O)C2CCCCC2)s1` as listed: 0	x	9	-1	0.0	5	2	-1
# `COc1cc(C(CC(=O)N2CCOCC2)c2c(OC)cc(OC)c3ccc(=O)oc23)cc(OC)c1OC` (centres undefined) as listed: 1	0.0	1	5	-0.1	-18	2	-7
# `COc1ccc(/C=C/C(=O)Nc2cccnc2)cc1OC` as listed: x	x	x	9	0.7	-24	-1	11

# Some of the entries so far, with each value named:
> O=C(CCN1C(=O)c2ccc([N+](=O)[O-])cc2C1=O)Nc1ccc(O)cc1C(=O)O
  esBAF inh = x
  E-sel inducer = x
  RAD54 inh = x
  ERAP1 inh = 0
  XiGFP reactiv = 0.0
  RAD52 anneal inh = -14
  ERp5 inh = -1
  S100A4 inh HTS = -4
> O=C(NCCC(=O)N1CCN(C(=O)c2ccco2)CC1)c1ccc(Br)cc1
  esBAF inh = -3
  E-sel inducer = x
  RAD54 inh = 0
  ERAP1 inh = 4
  XiGFP reactiv = -0.1
  RAD52 anneal inh = -2
  ERp5 inh = 1
  S100A4 inh HTS = -15
> CCOc1ccc(CN2CCNC(=O)C2CC(=O)NCCCOc2cccnc2)cc1 (centres undefined)
  esBAF inh = -4
  E-sel inducer = x
  RAD54 inh = -11
  ERAP1 inh = 0
  XiGFP reactiv = 0.0
  RAD52 anneal inh = -15
  ERp5 inh = 1
  S100A4 inh HTS = -3
> CCCCn1c(N)c(N(CC(C)C)C(=O)c2ccc(C)o2)c(=O)[nH]c1=O
  esBAF inh = 1
  E-sel inducer = 1.2
  RAD54 inh = 5
  ERAP1 inh = 2
  XiGFP reactiv = 0.1
  RAD52 anneal inh = -8
  ERp5 inh = 7
  S100A4 inh HTS = -1

# Continuation:
SMILES,esBAF inh,E-sel inducer,RAD54 inh,ERAP1 inh,XiGFP reactiv,RAD52 anneal inh,ERp5 inh,S100A4 inh HTS
CC1CC(C)CN(C(=O)COC(=O)Cc2ccc(Cl)cc2)C1 (centres undefined),-4,0.1,-3,1,0.0,-4,12,0
C=CCC(NC(=O)c1ccc(C#N)cc1)C(=O)NCCC (centres undefined),5,-0.1,5,x,-0.1,-10,-1,9
O=[N+]([O-])c1ccc(-c2ccn[nH]2)o1,x,x,x,10,0.4,-18,6,-7
O=C(O)c1ccccc1C(=O)Nc1nc(-c2ccc3ccccc3c2)cs1,37,x,-1,-2,0.2,-6,5,-3
COCC#Cc1cnc2c(c1)C(=O)N([C@H](C)CO)C[C@H](C)[C@H](CN(C)C(=O)C1CCCCC1)O2,-2,-0.1,-1,-5,-0.3,-5,-3,3
COc1ccc(-c2ccc(C(=O)NCCc3ccccc3)c3occc23)c(C)c1,39,0.0,0,10,0.0,1,-1,-1
COc1ccc(CN2CCNC(=O)C2CC(=O)NCCc2cnccn2)cc1C (centres undefined),-2,x,8,0,0.0,-7,0,0
O=C(Nc1ccc(F)cc1F)c1c(C(F)(F)F)ccnc1Oc1ccc(Cl)cc1,x,0.2,-2,7,0.0,-7,0,-3
CCN(CC)S(=O)(=O)c1ccc(N2CCOCC2)c(NC(=O)C2CC2)c1,-3,-1.9,-8,0,-0.2,-7,2,-13
COc1ccc(C(=O)CSc2nnc(CNC(=O)c3ccc(S(=O)(=O)N(C)C)cc3)o2)cc1,-1,-0.1,3,2,-0.1,-10,4,0
NCc1cc2c3c(c1)CCCN3CCC2,3,-0.1,55*,5,0.0,80*,5,13
O=S(=O)(c1cccs1)N1CCN(S(=O)(=O)c2cccs2)CC1,x,x,x,1,0.0,-11,2,-5
COc1cccc(-c2c(C(=O)N/N=C/c3ccc(C)o3)nnn2-c2nonc2N)c1,-7,x,-7,-1,0.0,-9,2,-2
O=C(C(Sc1ccccc1)c1ccc(Br)cc1)N1CCOCC1 (centres undefined),x,5.2,-4,1,0.1,1,-3,-6
CC[C@H](C)[C@@H]1NC(=O)c2cc([N+](=O)[O-])cc(I)c2SC[C@@H](C(N)=O)NC(=O)[C@H](CCCCN)NC1=O,x,-0.1,x,x,0.5,-2,-1,-3
N#Cc1ccccc1OCC(=O)Nc1ccc(N2CCOCC2)cc1N1CCOCC1,2,0.0,14,2,-0.1,11,1,-5
CN(C)CC(=O)N[C@H]1CC[C@H](CCNS(=O)(=O)c2ccccc2)O[C@@H]1CO,1,0.2,-5,2,-0.1,-7,-2,3
Cc1ccc(NC(=S)NC2CCCCC2)cc1S(=O)(=O)N(C)C,37,0.2,-6,-1,0.0,-121,-4,-7
Cc1cccc(NS(=O)(=O)c2ccc(C)c(C(=O)NCC(c3cccs3)N3CCOCC3)c2)c1 (centres undefined),-3,-0.9,3,1,0.4,-25,0,-9
CC(C)CCN1C(=O)c2ccc(C(=O)Nc3ccc(O)cc3C(=O)O)cc2C1=O,4,-0.1,-1,-5,0.1,-17,-2,0
CCC(C)N(C(=O)c1csnn1)C(C(=O)NC1CCCC1)c1ccc(F)cc1 (centres undefined),2,0.6,4,1,0.1,-19,-4,3
CCCCc1nc2cc(C(=O)N3CCNC(=O)C3)ccc2o1,9,x,16,0,0.0,2,3,2
OCC1(Cc2ccccc2)CCN(CCCC2CCCC2)CC1,-2,7.3,4,-6,-0.1,1,-4,-2
C=CCn1c(SCCCc2ccccc2)nc2c1c(=O)[nH]c(=O)n2C,-5,x,-11,2,0.0,5,-2,-5
COc1ccc(N2CCN(C(=O)CC(C)S(=O)(=O)c3ccc4c(c3)NC(=O)CO4)CC2)cc1 (centres undefined),-16,x,5,-1,0.0,-8,x,4
CCOCCSc1n[nH]c(=O)n1CCc1ccccc1,-2,0.0,2,2,0.0,-12,0,0
COCCNC(=O)c1ccc(CS(=O)(=O)c2c(Cl)cccc2Cl)o1,3,x,-8,-3,0.0,-12,4,-4
CCOC(=O)[C@@H]1[C@H]2COc3ccccc3[C@@H]2N2C(=O)N(c3ccc(Cl)cc3)C(=O)[C@@]12C,-6,x,0,3,0.1,-5,-1,-1
CCOC(=O)C1=C(COC(=O)Cc2ccc(Br)cc2)NC(=O)NC1C (centres undefined),5,0.0,1,-1,0.1,-123,1,-6
C/C(CC(=O)Nc1ccc2ccccc2c1)=N\NC(=O)c1ccc(O)c(O)c1,x,0.3,1,4,0.2,-26,-4,-3
Cc1cccc(N2CCN(C(=O)c3ccc4c(c3)c(C)c(C)n4C)CC2C)c1 (centres undefined),-2,x,1,-1,0.0,-11,-2,-69
C/C(=N\Nc1nccnc1Cl)c1c(F)c(F)c(F)c(F)c1F,x,-0.2,x,-2,0.3,-3,4,3
COC(=O)[C@@]1(Cc2ccccc2)[C@H]2C(=O)N(Cc3ccccc3)C(=O)[C@H]2[C@H]2CN=C(SCC3CC3)N21,4,x,4,0,0.1,-13,-7,-2
O=C(NC(=S)Nc1ccc([N+](=O)[O-])cc1O)C1CCCCC1,x,-0.4,-4,-2,0.1,-10,4,8
CC(C)c1ccc(C(=O)N2CCCCC2c2cc(C(=O)NCc3cccnc3)no2)cc1 (centres undefined),4,-0.2,-4,-7,0.0,-8,-8,1
Cc1ccc2c(c1)-c1[nH]c(=S)ncc1CS2,x,5.2,-18,0,0.0,-24,-1,-5
Cc1cc(Br)ccc1OCC(=O)NNC(=O)Cc1ccccc1,-9,x,x,-1,0.1,-9,-2,-2
COc1ccnc(N=CNOCc2cccc(C(F)(F)F)c2)c1C#N,x,1.6,x,4,0.0,1,-4,6
Cc1ccc(NC(=O)C(C)OC(=O)/C=C/c2ccccc2)cc1S(=O)(=O)N1CCOCC1 (centres undefined),x,-2.2,x,6,0.0,-21,-7,-15
Oc1c(CN2CCN(c3ccc(F)cc3)CC2)cc(Cl)c2cccnc12,-37,x,-6,2,x,-14,2,3
COc1cccc(NC(=O)COC(=O)CCOc2ccccc2OC)c1,3,0.1,x,0,0.3,7,-7,-4
